Abeta rescue = A-beta toxicity reversal in yeast. AID 1347071. yeast expressing A-beta42, growth rescue, OD600, 48 h; response scale: 0% DMSO, 100% iron-clioquinol control. Potency, µM (doses to about 46.1 µM), inactives show at the highest dose growth rescue, actives largely listed as activators. 410,000 tested, 0.063% active; note: potency is the fitted concentration of half-maximal effect; nearly all actives have a fitted effect of over 55% in size
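Growth rescue measured by 600 nm absorbance after 48 h yeast culture at 30 C with compound. Values normalized between DMSO and an equimolar ferric chloride plus clioquinol control.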
EPAC1 ag = activates human EPAC1 exchange factor | O95398 | EPAC1 agonist qHTS, biochemical assay; response scale: 100% = response to 6.5 mM cAMP | Potency, µM (top dose mostly 154 µM), for the others: top-dose activation, actives largely listed as activators | 360,000 tested, 0.073% active; note: potency is the fitted concentration of half-maximal effect; nearly all actives have a fitted effect of over 60% in size
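Multi-concentration qHTS readout: loss of Rap1B-bound BODIPY-GDP fluorescence driven by 100 nM EPAC1 with excess GDP (50 uM), monitored kinetically at room temperature; agonist response expressed relative to 6.5 mM cAMP.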
aSyn yeast inh = alpha-synuclein toxicity inhibition in yeast; Yeast expressing alpha-synuclein, growth rescue, BacTiter-Glo, 24 h; Potency, µM (series often up to 46.1 µM), for the others: top-dose growth rescue (activation), hits mostly activators; 370,000 tested, 0.14% active; AID 652106; note: potency is the fitted concentration of half-maximal effect; % of control where 0% means no effect; nearly all actives have a fitted effect of over 65% in size
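Galactose-induced alpha-syn yeast (OD600=0.02, raffinose-pregrown) + pinned cpd, 24 hr, 30 deg C; growth by BacTiter-Glo luminescence. Growth restoration scores as activation.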
PI5P4Ka inh = blocks human PI5P4K alpha kinase activity; 330,000 tested, 1.2% active; P48426; AID 652105; max response, %; PI5P4Kalpha enzyme, ADP-Glo luminescence, 60 min; hits give low values; active = max response of -50% or lower; inconclusive = between -30% and -50%; inactive = -30% or higher; note: value at the top dose of about 77 µM; % is set by controls: 0 for no effect and ±100 for the full control effect
Target sequence (P48426 whole entry, looked up): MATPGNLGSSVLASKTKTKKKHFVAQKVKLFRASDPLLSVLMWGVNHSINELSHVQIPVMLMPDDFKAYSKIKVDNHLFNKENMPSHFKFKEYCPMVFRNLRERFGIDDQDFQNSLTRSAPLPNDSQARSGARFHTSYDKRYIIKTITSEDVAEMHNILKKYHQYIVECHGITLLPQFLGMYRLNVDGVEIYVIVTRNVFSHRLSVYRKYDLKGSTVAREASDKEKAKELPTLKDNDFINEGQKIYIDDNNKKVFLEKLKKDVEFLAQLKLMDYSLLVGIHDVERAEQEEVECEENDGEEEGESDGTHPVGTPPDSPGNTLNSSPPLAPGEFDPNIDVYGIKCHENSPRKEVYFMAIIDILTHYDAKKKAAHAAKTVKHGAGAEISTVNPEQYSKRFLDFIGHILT
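PI5P4Kalpha ADP-Glo assay; 5 microM ATP final; 60 min RT reaction; HEPES pH 7.4/EGTA/CHAPS, 5% DMSO; controls lacking substrate or enzyme; luminescent end-point.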
PLK1 PBD inh = inhibitors of human PLK1 polo-box domain binding; Potency, µM, for inactives: max response, negative = inhibition, usual class: inhibitors; P53350; Plk1 PBD binding of FITC phosphopeptide, fluorescence polarization; 360,000 tested, 2.8% active; note: potency is the fitted concentration of half-maximal effect; series mostly up to about 57 µM; % is set by controls: 0 for no effect and ±100 for the full control effect; nearly all actives have a fitted effect of over 65% in size
Target sequence (P53350 whole entry, looked up, the tested form may be a part): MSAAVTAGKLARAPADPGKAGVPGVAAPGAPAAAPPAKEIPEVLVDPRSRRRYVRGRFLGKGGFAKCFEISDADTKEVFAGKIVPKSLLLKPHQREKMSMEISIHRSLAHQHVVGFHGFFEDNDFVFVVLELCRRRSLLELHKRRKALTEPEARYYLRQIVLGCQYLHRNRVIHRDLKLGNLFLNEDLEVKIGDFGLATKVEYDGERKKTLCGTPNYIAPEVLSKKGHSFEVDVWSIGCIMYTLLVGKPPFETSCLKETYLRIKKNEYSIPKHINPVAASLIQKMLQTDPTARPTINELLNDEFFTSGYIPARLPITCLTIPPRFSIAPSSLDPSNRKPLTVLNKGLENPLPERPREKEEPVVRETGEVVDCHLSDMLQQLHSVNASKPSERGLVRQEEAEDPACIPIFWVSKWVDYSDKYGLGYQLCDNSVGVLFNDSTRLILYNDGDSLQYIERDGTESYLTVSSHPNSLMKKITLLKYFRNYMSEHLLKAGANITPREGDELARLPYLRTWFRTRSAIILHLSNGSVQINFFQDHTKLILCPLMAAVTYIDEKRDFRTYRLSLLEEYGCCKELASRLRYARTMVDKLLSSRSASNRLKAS
WRN helicase inh = blocks human WRN helicase; Potency, µM (doses to about 114 µM), inactives show at the top dose activity change, negative = inhibition, most hits filed as inhibitors; WRN helicase unwinding, fluorescent forked duplex, kinetic; Q14191; AID 651768; 360,000 tested, 0.46% active; note: potency is the fitted concentration of half-maximal effect; % is set by controls: 0 for no effect and ±100 for the full control effect; nearly all actives have a fitted effect of over 55% in size
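WRN at 20 nM final preincubated with compound 15 min at room temperature; reaction started with 100 nM fluorophore/quencher forked duplex oligonucleotide and 2 mM ATP final. Unwinding followed kinetically by red fluorescence (ex 525, em 598 nm).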
IL-2 act = IL-2 activation | IL-2 activation reporter assay, cell-based qHTS; stimulated with anti-CD3/CD4/CD28 beads; in transgenic mouse T cells | activation, % (series mostly up to about 46 µM) | 360,000 tested, 0.065% active; in the data active = activation above about 50%; inconclusive = mostly about 30% to 49%; note: 0% is about no effect
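Quantitative HTS in unstimulated transgenic mouse T cells, with memory T cells as non-tolerant control and PMA/ionomycin as tolerance-bypass control. Compound pretreatment lasted 60 minutes before 18 h bead stimulation; EGFP/DsRed fluorescence read.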
FUS yeast rescue = suppressors of FUS proteinopathy in yeast. S. cerevisiae FUS-expressing, growth rescue, OD600, 24 h. Potency, µM (top dose mostly 76.6 µM), inactives show at the top dose growth rescue (activation), usual class: activators. 390,000 tested, 0.24% active;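 note: potency is the fitted concentration of half-maximal effect; plate controls were DMSO vehicle for no effect and reference control for full effect; nearly all actives have a fitted effect of over 55% in size; some results filed as inactive show a strong effect at the top dose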
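Galactose (2%) drives FUS expression in yeast precultured in raffinose; seeding density OD 0.005. Test compounds incubated 24hr at 30C and 99% humidity before absorbance at 600 nm was measured.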
EPAC1 antagonist = antagonists of human EPAC1 | EPAC1 GEF assay, Rap1b-BODIPY-GDP exchange fluorescence | AID 720709 | 360,000 tested, 0.14% active | O95398 | Potency, µM (series often up to 115 µM), inactives show at the top dose activity change, negative = inhibition, usual class: inhibitors;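 note: potency is the fitted concentration of half-maximal effect; plate controls were vehicle for no effect and positive control for full effect; nearly all actives have a fitted effect of over 50% in size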
Active calls of the source: *; u = inconclusive; x = not tested or not shown; [ ] = remark or other dose. Unless noted, calls come from the whole dose curve; as a rule, active = well fitted curve in the direction sought with a large enough effect; inconclusive = small, poorly fitted or top-dose-only effect, or another doubt; inactive = no such curve, though single readings can be large; an effect the other way counts as inactive or inconclusive.

SMILES,Abeta rescue,EPAC1 ag,aSyn yeast inh,PI5P4Ka inh,PLK1 PBD inh,WRN helicase inh,IL-2 act,FUS yeast rescue,EPAC1 antagonist
O=C1CCCN1CCCNc1ncnc2c1cnn2-c1ccc(Cl)cc1,-9%,-17%,8%,2,2%,9%,-3.3,1%,-8%
O=C(Nc1ccccn1)c1cc(-c2cccnc2)nc2ccc(Br)cc12,-3%,-8%,-8%,-8,-6%,-26%,2.3,2%,1%
O=C(Cc1cccs1)Nc1ccc2c(c1)C(=O)OC2,0%,-14%,-5%,x,-10%,-15%,0.9,-65%,-18%
COc1ccc(S(=O)(=O)N(C)C[C@@H]2OCCCC[C@@H](C)Oc3ccc(NS(=O)(=O)c4cccs4)cc3C(=O)N([C@H](C)CO)C[C@@H]2C)cc1,9%,10%,8%,3,-20%,-3%,-1.5,u,-8%
Cn1nccc1NC(=O)NC(=O)c1c(Cl)cccc1Cl,9%,1%,-7%,7,-7%,-1%,0.8,-1%,-12%
CC(C)Oc1ccc(C(=O)NC(=S)N2CCOCC2)cc1,19%,2%,6%,13,-4%,-23%,0.4,x,7%
CNC(=O)c1c(NC(=O)c2cccc(N3C(=O)CCC3=O)c2)sc2c1CCCC2,-5%,7%,-13%,-21,-16%,-17%,1.0,11%,-5%
O=C(COC(=O)c1cccc(-n2cnnn2)c1)c1ccc(Br)cc1,8%,-4%,4%,-19,2%,-2%,-6.0,18%,4%
O=C(CSc1ccccc1F)NC(=O)c1ccc(Cl)cc1,9%,2%,9%,6,1%,-7%,1.6,7%,-4%
Clc1ccccc1/C=C/c1ccnc2ccccc12,-25%,-8%,-8%,1,-5%,-1%,-1.2,2%,10%
COC(=O)[C@H](Cc1ccccc1)NC(=O)[C@@H]1C[C@H]1[C@@H](NC(=O)OCc1ccccc1)c1ccccc1,8%,-3%,-15%,-2,-7%,3%,0.1,-5%,-7%
Cc1ccc(S(=O)(=O)NC(C)CCc2ccccc2)cc1 (stereo not drawn),-21%,4%,18%,15,1%,-5%,-2.1,24%,0%
COc1ccc(CCC(=O)OCC(=O)NC2CCCC2)cc1OC,1%,-4%,3%,1,-14%,1%,-0.9,0%,9%
CCCNC(=O)c1ccc(Cl)cc1Cl,-6%,-16%,4%,3,-14%,5%,-0.6,7%,0%
Cc1ccc(S(=O)(=O)N2CCCCC2)cc1NC(=S)NC(=O)c1ccco1,6%,0%,-3%,3,-27%,-1%,-0.7,-9%,-27%
CC(Cc1cccs1)NC(=S)Nc1ccccc1 (stereo not drawn),11µM*,-4%,1%,-5,-18%,-11%,-3.1,10%,-7%
COc1cccc(NC(=S)N2CCC(NC(=O)c3ccco3)CC2)c1,-18%,-11%,-10%,-9,-5%,10%,-1.9,-10%,-28%
CCOc1ccccc1NC(=S)N1CCN(c2ccc(OC)cc2)CC1,u,16%,-4%,2,-3%,3%,-0.3,-1%,2%
CCCS(=O)(=O)N1CCCC(C(=O)NCCCN2CCN(c3cccc(Cl)c3)CC2)C1 (stereo not drawn),6%,-2%,0%,7,-9%,-1%,0.7,-1%,-2%
COc1ccc(C(OC(=O)c2cccs2)C(=O)NCC2CCCO2)cc1 (stereo not drawn),14%,-3%,1%,x,-2%,-16%,2.0,12%,14%
CCOc1ccc2[nH]c(=S)sc2c1,-2%,4%,-1%,-60*,u,-1%,0.4,-15%,u
CCCc1c(-c2ccc(F)cc2)ncn1Cc1ccccc1OC,-2%,-7%,5%,-1,-4%,-5%,-0.9,2%,-19%
CCc1ccc(CN(C)C(=O)CCc2nnc(Cc3cccc(C)c3)o2)nc1,-20%,3%,9%,1,8%,3%,-0.3,6%,-2%
CCN(c1ccccc1)S(=O)(=O)c1ccc(NN)nc1,-6%,1%,-16%,-13,-19%,-2%,-0.2,u,-4%
CC(=O)c1cccc(N(CC(=O)NCCc2ccccc2)C(=O)c2csnn2)c1,-12%,10%,-5%,3,-9%,-4%[57.1 µM],0.5,-9%,-19%
COc1c(F)c(F)c(C(=O)Nc2ccccc2N2CCN(C(C)=O)CC2)c(F)c1F,4%,-5%,8%,-24,-2%,-22%[57.1 µM],0.0,7%,0%
O=C(CSc1cc(Cl)ccc1Cl)NCC1CCCO1 (stereo not drawn),6%,-3%,-9%,x,-6%,4%,-0.7,31%,11%
COc1cc(C(=O)NC(=S)Nc2nccs2)cc(OC)c1OC,-9%,2%,0%,-8,-4%,-6%,-3.6,10%,15%
CCN1C(=O)N(S(=O)(=O)C(F)(F)F)[C@@H](c2ccccc2)C(C(=O)OC)=C1C,-13%,-20%,12%,-2,-15%,3%,-0.1,15%,-9%
Cc1sc2nc(CSC(C)C(=O)Nc3ccc(C(N)=O)cc3)[nH]c(=O)c2c1C (stereo not drawn),4%,-4%,-3%,-1,-11%,-27%,-6.1,30%,25%

Brought forward from above: 2 entries, then new ones.
SMILES,Abeta rescue,EPAC1 ag,aSyn yeast inh,PI5P4Ka inh,PLK1 PBD inh,WRN helicase inh,IL-2 act,FUS yeast rescue,EPAC1 antagonist
CCN1C(=O)N(S(=O)(=O)C(F)(F)F)[C@@H](c2ccccc2)C(C(=O)OC)=C1C,-13%,-20%,12%,-2,-15%,3%,-0.1,15%,-9%
Cc1sc2nc(CSC(C)C(=O)Nc3ccc(C(N)=O)cc3)[nH]c(=O)c2c1C (stereo not drawn),4%,-4%,-3%,-1,-11%,-27%,-6.1,30%,25%
CN(C)C(=O)N1CCC(C(=O)N2CCCC(C(=O)c3ccc(C(C)(C)C)cc3)C2)CC1 (stereo not drawn),5%,-1%,2%,-6,-15%,-1%,-3.1,33%,-11%
O=c1[nH]c(CN2CCN(S(=O)(=O)c3ccc4ccccc4c3)CC2)nc2ccccc12,-7%,-11%,-1%,-7,2%,-18%,1.3,14%,13%
Cc1ccc(-n2nc3c(=O)n(C(C)C(=O)NC4CC4)nc(C)c3c2C)cc1 (stereo not drawn),1%,1%,-8%,-2,-18%,-8%,-0.3,-7%,6%
O=[N+]([O-])c1cccc(COc2cccc(CN3CCCC3)c2)c1,-11%,-13%,-3%,3,-14%,0%,-0.2,-7%,-21%
Cc1cc(N2CCCC2)c(F)cc1/C=C\[N+](=O)[O-],10%,18%,10%,4,3%,-10%,5.8,-18%,-8%
CCCCNC(=O)C1(C)CCCCN1C(=O)c1ccc(OC)c(C(F)(F)F)c1 (stereo not drawn),-9%,10%,0%,7,3%,2%,-0.5,16%,-7%
COCOCCn1cc(CN2CCS(=O)(=O)N(Cc3ccc(-c4ccc(C)cc4)cc3)C(C)C2=O)nn1 (stereo not drawn),1%,-4%,3%,0,-2%,-3%,0.0,u,-8%
Cn1c(=O)c(-c2ccccc2)nn2c3ccccc3nc12,1%,0%,1%,4,-19%,-7%,-1.5,-3%,-10%
Cc1ccc(C(=O)N2c3ccccc3N(Cc3ccccc3)C(=O)C2(C)C)cc1,2%,11%,-23%,x,-9%,-5%,-3.3,29%,-18%
CC1CCN(C(=O)C2CCN(C(=O)c3ccc(C(C)(C)C)cc3)CC2)CC1,-15%,7%,10%,-4,-5%,6%,-3.7,37%,-15%
CCOC(=O)C1CCN(c2cc(=O)n(C3CCCCC3)c(=O)[nH]2)CC1,6%,-5%,1%,9,0%,1%,0.1,-10%,14%
Cc1nc(SCC(=O)c2cc3ccccc3oc2=O)c(C#N)c(-c2cccs2)c1C(=O)Nc1ccccc1,-18%,-5%,-3%,-14,-5%,4%,-4.7,18%,7%
CCOc1ccccc1/C=N/OCC(=O)NCc1ccc(F)cc1,10%,8%,2%,-5,-1%,-5%,-0.7,17%,-14%
CN1CCC(OC(=O)c2ccc(Cl)cc2Cl)CC1,2%,-4%,2%,3,-4%,-1%,0.5,-7%,-9%
CCC1CCc2sc(C(=O)N3CCCN(C)CC3)cc2C1 (stereo not drawn),6%,-4%,3%,2,-3%,-1%,-4.2,1%,7%
CCCCn1c(-c2ccncc2)nc2c1c(=O)[nH]c(=O)n2CC(C)C,-6%,-2%,-10%,3,-5%,-14%,0.3,-2%,3%
COc1cccc(N2C(=O)C(CC(=O)Nc3ccccc3)N(C3CCCCC3)C2=O)c1 (stereo not drawn),32%,-6%,0%,x,1%,-6%,-1.9,25%,-2%

Among those listed so far, these contain a thiophene ring, fused or not.
SMILES,Abeta rescue,EPAC1 ag,aSyn yeast inh,PI5P4Ka inh,PLK1 PBD inh,WRN helicase inh,IL-2 act,FUS yeast rescue,EPAC1 antagonist
O=C(Cc1cccs1)Nc1ccc2c(c1)C(=O)OC2,0%,-14%,-5%,x,-10%,-15%,0.9,-65%,-18%
COc1ccc(S(=O)(=O)N(C)C[C@@H]2OCCCC[C@@H](C)Oc3ccc(NS(=O)(=O)c4cccs4)cc3C(=O)N([C@H](C)CO)C[C@@H]2C)cc1,9%,10%,8%,3,-20%,-3%,-1.5,u,-8%
CNC(=O)c1c(NC(=O)c2cccc(N3C(=O)CCC3=O)c2)sc2c1CCCC2,-5%,7%,-13%,-21,-16%,-17%,1.0,11%,-5%
CC(Cc1cccs1)NC(=S)Nc1ccccc1 (stereo not drawn),11µM*,-4%,1%,-5,-18%,-11%,-3.1,10%,-7%
COc1ccc(C(OC(=O)c2cccs2)C(=O)NCC2CCCO2)cc1 (stereo not drawn),14%,-3%,1%,x,-2%,-16%,2.0,12%,14%
Cc1sc2nc(CSC(C)C(=O)Nc3ccc(C(N)=O)cc3)[nH]c(=O)c2c1C (stereo not drawn),4%,-4%,-3%,-1,-11%,-27%,-6.1,30%,25%
Cc1nc(SCC(=O)c2cc3ccccc3oc2=O)c(C#N)c(-c2cccs2)c1C(=O)Nc1ccccc1,-18%,-5%,-3%,-14,-5%,4%,-4.7,18%,7%
CCC1CCc2sc(C(=O)N3CCCN(C)CC3)cc2C1 (stereo not drawn),6%,-4%,3%,2,-3%,-1%,-4.2,1%,7%
